# Tb PYK inh – qHTS of Trypanosoma Brucei Inhibitors. TbPYK enzyme, Kinase-Glo Plus ATP luminescence, 45 min. Potency, µM (series often up to 76.8 µM), for the others: at the top dose activity, negative = inhibition, hits mostly inhibitors. 410,000 compounds, 0.12% hits; note: nearly all actives have a fitted effect of over 50% in size
#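 Activity of T. brucei pyruvate kinase was followed by Kinase-Glo Plus luminescence after the enzyme reacted 45 min at room temperature with 130 uM ADP (final) and substrate. Test compounds were added before ADP at multiple concentrations.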
# AMA1 RON2 block – qHTS for Inhibitors of AMA1-RON; Towards Development of Antimalarial Drug Lead: Primary Screen; Potency, µM (doses to about 58.2 µM), for the others: top-dose activity change, negative = inhibition, most hits filed as inhibitors; AID 720542, 2013; AlphaScreen AMA1-biotinylated RON2 peptide binding; Plasmodium falciparum AMA1 (3D7) - RON2 peptide interaction; 360,000 compounds, 0.2% hits;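 note: 0% = vehicle wells and -100% = peptide control; nearly all actives have a fitted effect of over 45% in size; some results filed as inactive show a strong effect at the top dose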
#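 AMA1 (3D7) with his tag at 25 nM final met compounds first, then biotinylated RON2 peptide at 25 nM; detection used donor plus acceptor beads, 10 µg/mL apiece, read by AlphaScreen after 30 min at room temperature.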
# * = called active by the depositor; ? = inconclusive; & = joins results of further samples; [ ] = dose if it differs, or a comment. Calls come from the whole dose curve; as a rule, active = well fitted curve in the direction sought with a large enough effect; inconclusive = small, poorly fitted or top-dose-only effect, or another doubt; inactive = no such curve, though single readings can be large; an effect the other way counts as inactive or inconclusive. Unless noted, % is set by controls: 0 for no effect and ±100 for the full control effect; potency is the fitted concentration of half-maximal effect. Only part of the results is shown; rates above refer to the full screens.
SMILES,Tb PYK inh,AMA1 RON2 block
CC(C)C[C@@H](CNCC(=O)[C@H](CC(C)C)NC(=O)c1[nH]cnc1C(=O)N[C@H](CN)CC(C)C)NC(=O)c1nc[nH]c1C(=O)N[C@@H](Cc1ccccc1)C(=O)O,-12.3%,99.0%[activator]
Cc1ccc(NC(=O)c2ccc(Cl)c(S(=O)(=O)NCc3ccco3)c2)c(O)c1,9.5%,-8.9%
O=C1C=C(C#Cc2ccc(Oc3ccccc3)cc2)C[C@@H](c2ccc(F)cc2)C1,2.2%,-7.1%
CCCCCC(=O)N1C[C@@H](n2cc(C3CC3)nn2)[C@H](O)C[C@@H]1c1ccc(Cl)cc1,-1.9%,-1.6%
Nc1ncnc2c(C3OC(CO)C(O)C3O)c[nH]c12 (stereo not given),6.6%,15.9%
Nc1ccccc1C(=O)NC1CCCNC1=O (stereo not given),2.6%,2.3%
CN1CCN(c2ccc(-c3cc(NC=O)c4ncc(-c5ccc(F)c(Cl)c5)n4c3)cc2)CC1,-2.6%,-22.2%
COC1=CC(=NCl)C=CC1=NCl,-22.0%,?
Cc1ccccc1-c1nnc(SCC(=O)Nc2cccnc2Cl)o1,5.0%,15.0%
CC1(C(=O)Nc2ccccc2Br)CCN1C(=O)CC1CC1 (stereo not given),-9.0%,-4.0%
O=C(CSc1nc2ccccc2c(=O)n1CCCN1CCOCC1)Nc1ccccc1OC(F)F,-6.0%,-18.2%
CSc1ccc(Cn2c(C)c(C(=O)NCc3ccc(Cl)c(Cl)c3)sc2=O)cc1,1.6%,-16.7%
CCNC(=O)C1(C)CCCN1Cc1cccc(C(F)(F)F)c1 (stereo not given),-0.6%,14.5%
CC1(C(=O)NCc2cccc(C(F)(F)F)c2)CCN1CCc1ccccc1 (stereo not given),-8.4%,17.7%
Cc1cc(C)c(C#N)c(OCC2CCCO2)n1 (stereo not given),1.5%,-1.6%
O=c1c2ccccc2nc2n1CCc1ccc(Br)cc1-2,-9.4%,24.5%
CC(=O)Nc1ccc(S(=O)(=O)O)c(OC(C)=O)c1,-3.4%,3.0%
CC(=O)Nc1cccc(C(=O)NNC(=O)c2ccc(NS(=O)(=O)c3cccs3)cc2)c1,2.9%,68.0%[activator]
CC1C=CCCC12C(=O)NC(=O)NC2=O (stereo not given),-22.3%,-5.1%
CCN(c1ccc(NC(=O)COC(=O)/C=C/c2ccco2)cc1)C(C)C,1.6%,-3.5%[11.6 µM]
CCN(CC)C(=O)c1cccc(-c2csc(C(O)c3ccco3)n2)c1 (stereo not given),-7.5%,-5.9%
CCNC(=S)NCC,-6.7%,-7.7%
COc1cc(-c2cnc3c(NC(C)=O)cc(-c4cccc(C(=O)NCCO)c4)cn23)cc(OC)c1OC,-1.5%,8.2%
CC(C)(C)n1nnnc1C(c1ccccc1)N1CCN(c2ncccc2C(F)(F)F)CC1 (stereo not given),-2.7%&6.2%,-14.8%&-9.2%
COc1ccc2nc3cc([N+](=O)[O-])ccc3c(NNc3ccc([N+](=O)[O-])cc3)c2c1,-22.4%,4.8%
O=[N+]([O-])c1cnc(Sc2ccncn2)c([N+](=O)[O-])c1,?,21.1%
CN(C)c1ccc(-c2csc(C(O)c3cccc(Cl)c3)n2)cc1 (stereo not given),-7.6%,?
COC(=O)c1ccc(COC(=O)CNC(=O)CNC(=O)c2ccc(OC)cc2)cc1,4.2%,-1.3%
CC1ON=C(c2cccc3ccccc23)N(C)C1=O (stereo not given),-1.5%,-3.5%
CCCCC(=O)N(C)c1c(C)nc2ccc(C(=O)N(C)CCN(C)C)cn12,0.1%,23.1%
COc1ccc(C2OCC(C)(C)CO2)cc1OC,4.5%,-2.4%
CSc1nc(Cl)c(Br)c(N2CC2)n1,-26.1%,-18.7%
CCC(=O)N1CCCC1(C)C(=O)Nc1ccc2nc(C)ccc2c1 (stereo not given),-2.2%,-5.4%
CCOC1=C2[C@@H](CN(S(=O)(=O)c3ccc(C)cc3)[C@H]2c2ccccc2)[C@H]2C(=O)N(Cc3ccccc3)C(=O)[C@H]2C1,-1.0%,16.2%
CCC(CO)Oc1cc(NC(=O)Cc2ccccc2)c2ncn(C(C)C)c2c1 (stereo not given),-2.5%,-0.1%
Cc1ccc(CNc2ncnc3[nH]ncc23)cc1,-3.3%,42.9%[activator]
CNC(=S)NNc1nc(-c2ccccc2)c2cc(Cl)ccc2n1,1.8%,91.0%[activator]
COc1ccc(CC(=O)OC(C)C(=O)Nc2c(C)n(C)n(-c3ccccc3)c2=O)cc1OC (stereo not given),0.7%,-0.6%
CN(CC(=O)NCCc1ccccc1)CC(=O)Nc1cccc(F)c1,5.3%,1.2%
Cc1ccc(C2(C)NC(=O)N(CC(=O)N3CCN(S(=O)(=O)c4cccc([N+](=O)[O-])c4)CC3)C2=O)cc1 (stereo not given),5.0%,-2.3%
O=C(CN1CCCCC1)Nc1ccc(S(=O)(=O)c2ccc(NC(=O)CN3CCCCC3)cc2)cc1,-0.7%,-3.8%
COc1ccc(NS(=O)(=O)c2cccc(C(=O)NCc3ccccc3CN3CCOCC3)c2)cc1,1.1%,0.0%
CCC(CC)C(=O)N(C)c1c(C)nc2c(OCc3ccc(C(F)(F)F)cc3)cccn12,-4.7%,-12.4%
CC(C)C[C@@H](CNCC(=O)[C@H](Cc1c[nH]c2ccccc12)NC(=O)c1[nH]cnc1C(=O)N[C@@H](C)CN)NC(=O)c1nc[nH]c1C(=O)N[C@@H](C)C(=O)O,-4.6%,42.9%[activator]
CC1([N+](=O)[O-])COP(=O)(Nc2ccccc2F)OC1 (stereo not given),0.9%,-13.8%
CC(=NC1CCCCC1)c1ccc(O)cc1O,1.7%,-3.6%
CCCn1nc(C(=O)Nc2cc(OCC)c(N3CCOCC3)cc2OCC)c2ccccc2c1=O,2.5%,-17.6%
COc1ccc(CNC(=O)CCNC(=O)N2CC(=O)Nc3ccccc32)cc1,5.0%,0.0%
CC(C)(C)N1CC(C(=O)c2ccccc2)C1c1ccccc1 (stereo not given),-9.2%,-19.1%
CCCC(=O)N1CCC1(C)C(=O)Nc1ccc(C)c(C)c1 (stereo not given),-3.7%,7.7%
Cc1ccc(S(=O)(=O)Nc2ccc3nc(C)oc3c2)cc1,-0.3%,-17.4%
CCOC(=O)[C@@H]1[C@H]2COc3cc(OC)ccc3[C@@H]2N2C(=O)N(c3ccccc3)C(=O)[C@]12C,2.0%,-7.2%
COc1ccc(C#Cc2c(-c3ccccc3)n(C)c3ccccc23)cc1,1.9%,41.8%[activator]
CCCCOCCCNC(=O)C[C@@H]1C[C@@]2(C(=O)OCC)CCCC=C2N(Cc2ccc(Cl)cc2Cl)C1=O,4.2%,14.7%
c1ccc(N2Cc3ccccc3-n3nncc3C2)nc1,4.3%,8.7%
O=C(NN=Cc1c(O)ccc2ccccc12)C1CC1,-7.3%,40.8%[activator]
CCN(Cc1ccccc1)S(=O)(=O)c1ccccc1Br,4.4%,100.5%[activator]
N#Cc1ccccc1S(=O)(=O)N1CCN(Cc2cc3c(cc2Br)OCCO3)CC1,5.2%,-5.8%
CC(=NNC(=S)N1CCCCC1)c1ccccn1,?,13.6%
O=C(NCC1CCCO1)c1ccccc1NS(=O)(=O)c1ccc(Br)s1 (stereo not given),?,6.4%

# The last four compounds of the section before open the next one.
SMILES,Tb PYK inh,AMA1 RON2 block
CCN(Cc1ccccc1)S(=O)(=O)c1ccccc1Br,4.4%,100.5%[activator]
N#Cc1ccccc1S(=O)(=O)N1CCN(Cc2cc3c(cc2Br)OCCO3)CC1,5.2%,-5.8%
CC(=NNC(=S)N1CCCCC1)c1ccccn1,?,13.6%
O=C(NCC1CCCO1)c1ccccc1NS(=O)(=O)c1ccc(Br)s1 (stereo not given),?,6.4%
CN(C)C(=O)c1cccc(-c2cccc3nccn23)c1,0.8%,14.4%
CC1CCCC(NC(=O)COC(=O)C2=COCCO2)C1C (stereo not given),3.7%,-17.7%
O=C(NC(c1ccccc1)c1ccc2ccccc2n1)C1CCN(CCOc2ccc(Cl)cc2)CC1 (stereo not given),-3.1%,33.4%
COc1cc(/C=C/C(=O)O)ccc1O,-5.2%,19.7%
CCCCNc1c(-c2cccc(-c3ccc(OC)cc3)c2)nc2cc(C)ccn12,-5.0%,-0.4%
OC1CC2CCC(C1)N2CCCN1c2ccccc2Sc2ccc(Cl)cc21 (stereo not given),0.9%,-22.4%
COc1ccc(Cc2c(-c3cccc(Br)c3)nc3ccc(Br)cn23)c(C)c1,1.6%,-2.7%
Cc1ccc(S(=O)(=O)N2CCC[C@H]2C(=O)OCC(=O)N2c3ccccc3NC(=O)C2(C)C)cc1,-9.2%,-0.8%
COc1ccc(CC(=O)N(C)c2ccccc2)cc1S(=O)(=O)N1CCOCC1,-3.4%,-6.4%
Cn1c(N)c(C#N)c(-c2ccccc2)c(C#N)c1=O,1.8%,-2.3%
CCCCn1c(N)c(N(CC(C)C)C(=O)CSc2nnc(C)n2-c2ccccc2)c(=O)[nH]c1=O,3.4%,-1.5%
CCC[C@@H](CN1CCC[C@H]1CN1C(N)=NC[C@@H]1Cc1ccccc1)N1C[C@@H]([C@H](C)CC)N(CCCC2CCCC2)C1=N,-1.8%,19.2%
O=S(=O)(Nc1ccc(Nc2ccccc2)cc1)c1ccc(F)cc1,-5.5%,-7.9%
O=C1NC[C@H](CCCCN2C[C@H](Cc3ccc(O)cc3)N(CCc3ccc(O)cc3)C(=O)C2=O)N(CCc2ccc(O)cc2)C1=O,-1.8%,2.5%
Cn1cncc1C#Cc1c(-c2ccsc2)sc2ccccc12,2.4%,-15.7%
CC1(C(=O)NS(=O)(=O)C2CC2)CCCN(C(=O)c2ccccc2OC(F)(F)F)C1 (stereo not given),-2.0%,-8.8%
CC(C)C(N)c1csc(NC(=O)Nc2cccc(Cl)c2)n1 (stereo not given),-10.1%,101.5%[activator]
Cc1onc(-c2ccccc2)c1C(=O)NCCSCc1ccco1,-1.6%,-5.8%
COCC(C)n1c(C)cc(C(=O)COC(=O)c2cc(=O)[nH]c3ccccc23)c1C (stereo not given),-3.0%,-0.9%[11.6 µM]
NC(COCc1ccccc1)c1csc(Nc2cc(Oc3ccccc3)ncn2)n1 (stereo not given),1.1%,42.5%[activator]
CCOc1ncccc1C(=O)OCC(=O)N1CCC(C)CC1,-1.6%,-5.8%[11.6 µM]
C[C@H](CO)N1C[C@H](C)[C@@H](CN(C)Cc2ccc(C(=O)O)cc2)Oc2c(NS(=O)(=O)c3ccccc3)cccc2C1=O,8.4%,-1.5%
CCN(CC)C(=O)[C@H]1C[C@H](CC(=O)NC(C)(C)C)C(=O)N2CCc3c([nH]c4cc(-c5ccco5)ccc34)[C@]12C,2.7%,-5.4%
N#CCCN(Cc1ccccc1)C(C(=O)NC1CCCCC1)C1CC1 (stereo not given),0.8%,12.1%
NC(=O)/C(=C\c1ccco1)NC(=O)c1ccc(Br)o1,2.1%,10.6%
O=C(NCC(c1cccs1)N1CCOCC1)c1cnc(Cl)c(Cl)c1 (stereo not given),-6.0%,3.8%
Brc1ccc2nc(C3CCCCC3)c(CC3CCCCC3)n2c1,-1.2%,-7.0%
OCCC#Cc1ccc(N2C(c3ccsc3)=Cc3ccc(F)cc3C2c2c[nH]c3ccccc23)cc1 (stereo not given),-4.3%,-3.9%
COc1ccc(NC(=O)c2cc(-c3ccncc3)nc3ccccc23)c(OC)c1,5.3%,-12.6%
O=C(Nc1cc(Cl)cc2c1-c1ccc(Cl)cc1C2O)C(Cl)Cl (stereo not given),-4.4%,-13.4%
CCOc1ccc(NS(=O)(=O)c2cc(C(=O)NCCN3CCOCC3)ccc2C)cc1,2.0%,1.3%
C=CCNC(=O)C1CC2c3ccccc3C1c1ccccc12 (stereo not given),-8.3%,-7.7%
COc1ccc(CN(C)C[C@H]2OCCCC[C@@H](C)Oc3ccc(NS(C)(=O)=O)cc3C(=O)N([C@H](C)CO)C[C@@H]2C)cc1,-1.1%,9.6%
CCOC(=O)C1=CC[C@@H](c2ccccc2C(F)(F)F)N(S(=O)(=O)c2ccc(C)cc2)[C@H]1c1ccc(C#N)cc1,4.2%,6.2%
O=C(CNC(=O)c1ccccc1)OCC(=O)c1c[nH]c2ccccc12,0.1%,-10.8%
CC(C)N1CC2(CC(c3ccccc3F)=NO2)CN1C(=O)c1ccc(C(C)(C)C)cc1 (stereo not given),1.2%,5.9%
C[C@@H]1CN([C@H](C)CO)C(=O)c2cc(NS(=O)(=O)c3cccs3)ccc2O[C@H]1CN(C)Cc1ccccc1,1.0%,6.2%

# Complete entries from above.
# O=C(NCC(c1cccs1)N1CCOCC1)c1cnc(Cl)c(Cl)c1 (stereo not given) is listed with Tb PYK inh = -6.0%; AMA1 RON2 block = 3.8%
# NC(=O)/C(=C\c1ccco1)NC(=O)c1ccc(Br)o1 is listed with Tb PYK inh = 2.1%; AMA1 RON2 block = 10.6%

# Exported with tabs: part of the list above.
mol	Tb PYK inh	AMA1 RON2 block
NC(=O)/C(=C\c1ccco1)NC(=O)c1ccc(Br)o1	2.1%	10.6%
O=C(NCC(c1cccs1)N1CCOCC1)c1cnc(Cl)c(Cl)c1 (stereo not given)	-6.0%	3.8%

# Screens: PubChem BioAssay, National Center for Advancing Translational Sciences (NCATS)
